Screening data: PubChem BioAssay, Sanford-Burnham Center for Chemical Genomics
SENP8 block – inhibitors of human SENP8 protease | Q96LD8 | inhibition, % at 20 µM | hit rate 0.64% among 360,000 | recombinant SENP8, Nedd8 substrate fluorescence; in the data active = inhibition mostly above about 40%, no sharp cut-off; inactive = mostly below about 27%
Target sequence (Q96LD8 whole entry, looked up): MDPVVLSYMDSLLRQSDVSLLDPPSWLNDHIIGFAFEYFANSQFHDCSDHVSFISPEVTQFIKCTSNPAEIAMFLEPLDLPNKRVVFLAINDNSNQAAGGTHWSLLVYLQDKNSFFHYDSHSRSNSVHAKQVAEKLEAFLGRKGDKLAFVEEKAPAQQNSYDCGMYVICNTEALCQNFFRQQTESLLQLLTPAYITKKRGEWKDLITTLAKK
HKDC1 inhibitor – inhibitors of human hexokinase HKDC1; Q2TB90; recombinant HKDC1, G6PDH/diaphorase resazurin coupled fluorescence; inhibition, % at 20 µM; hit rate 0.16% among 340,000;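 active = inhibition above about 35% when tested at 20 µM, limit read from the data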;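 also: plate controls were DMSO wells with enzyme for no effect and DMSO wells lacking enzyme for full effect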
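Assay system – recombinant HKDC1 (HK5) hexokinase enzyme, produced in-house · Input – HKDC1 at 5 µg/mL · Reagent – glucose plus 1 mM ATP as hexokinase substrates · Timing – 90 min reaction incubation at room temperature, dark · Measured by – G6PDH/diaphorase-coupled fluorescence, 1 mM NADP, 100 µM resazurin, 525/613 nm · Benchmarks – DMSO-enzyme wells negative, buffer-substituted wells positive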
SENP6 inh – SENP6 protease inhibition. inhibition, % at 10 µM. hit rate 1.8% among 330,000. Recombinant SENP6 catalytic domain, aminoluciferin luminescence. Q9GZR1;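 active = inhibition above about 50% at the single tested dose, limit read from the data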;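 also: plate controls were DMSO wells with enzyme for no effect and DMSO wells lacking enzyme for full effect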
NR3A LBD binder – modulates the human NR3A ligand-binding domain; NR3A LBD differential scanning fluorimetry, Tm shift; 0% = protein alone, 100% = glycine-bound protein; Tm shift relative to glycine control, % at 25 µM; hit rate 2.5% among 340,000; AID 1259313;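 active = melting temperature shift of at least 10% of the positive control shift, at one fixed dose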
ATG4B inhibitor – ATG4B (human) cysteine protease inhibition | inhibition, % at 8.33 µM | ATG4B cleavage of LC3-PLA2, NBD-HPC fluorescence, 1 h | Q9Y4P1 | hit rate 0.51% among 340,000 | AID 504462; in the data active = inhibition above about 40%
Target sequence (Q9Y4P1 whole entry, looked up): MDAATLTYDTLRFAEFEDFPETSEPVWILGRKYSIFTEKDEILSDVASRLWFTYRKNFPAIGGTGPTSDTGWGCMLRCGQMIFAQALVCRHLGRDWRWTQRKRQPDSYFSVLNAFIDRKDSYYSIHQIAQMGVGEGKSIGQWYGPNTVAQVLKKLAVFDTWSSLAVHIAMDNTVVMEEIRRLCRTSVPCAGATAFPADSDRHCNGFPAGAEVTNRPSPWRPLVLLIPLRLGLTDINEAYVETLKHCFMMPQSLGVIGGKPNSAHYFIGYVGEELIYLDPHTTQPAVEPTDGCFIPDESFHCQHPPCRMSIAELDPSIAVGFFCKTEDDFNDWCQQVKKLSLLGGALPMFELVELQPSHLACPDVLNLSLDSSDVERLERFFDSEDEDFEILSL
PfGluPho inh – PfG6PD (Plasmodium falciparum) enzyme inhibition. PfGluPho enzyme, NADPH resazurin-diaphorase fluorescence. inhibition, % at 20 µM. hit rate 0.78% among 350,000;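 active = inhibition reaching at least a set limit at 20 µM in the primary screen, cut at about 59% in these data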;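 also: 0% = DMSO wells with substrate and 100% = DMSO wells lacking glucose-6-phosphate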
MPTP block – permeability transition pore inhibition; isolated mouse mitochondria, Ca2+ swelling absorbance, 30 min; inhibition, % at 10 µM; hit rate 1.4% among 360,000; AID 602449;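 active = inhibition of 50% or more, scaled per plate between neutral and stimulator controls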;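 also: 0% = DMSO wells given calcium and 100% = 1 mM EGTA wells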
SENP7 block – blocks the human protease SENP7 | Q9BQF6 | recombinant SENP7, Z-RLRGG-aminoluciferin luminescence, 40 min | inhibition, % at 5 µM | hit rate 1.5% among 330,000 | AID 434973;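 active = inhibition above about 50% at the single test dose, limit read from the data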;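 also: plate controls were DMSO with enzyme for no effect and no enzyme buffer wells for full effect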
Target sequence (Q9BQF6 706-1050 limits assumed): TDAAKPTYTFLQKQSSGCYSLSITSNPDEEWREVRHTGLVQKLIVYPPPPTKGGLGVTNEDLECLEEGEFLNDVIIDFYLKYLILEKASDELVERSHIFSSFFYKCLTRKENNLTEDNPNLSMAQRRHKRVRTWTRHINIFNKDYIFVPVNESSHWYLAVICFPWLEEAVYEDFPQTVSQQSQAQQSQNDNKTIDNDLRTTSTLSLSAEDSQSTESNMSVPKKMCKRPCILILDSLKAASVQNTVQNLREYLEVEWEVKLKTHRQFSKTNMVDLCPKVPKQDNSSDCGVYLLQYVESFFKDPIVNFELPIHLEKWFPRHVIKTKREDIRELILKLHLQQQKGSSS
Numbers without * were called inactive; . = no result given.

SMILES | SENP8 block | HKDC1 inhibitor | SENP6 inh | NR3A LBD binder | ATG4B inhibitor | PfGluPho inh | MPTP block | SENP7 block
CCCCCOC(=O)Cc1c(O)c2ccccc2n(C)c1=O | -33 | 0 | 2 | 1 | 4 | 4 | 2.5 | 4
O=c1oc(-c2ccccc2[N+](=O)[O-])nc2ccccc12 | 34 | 0 | -16 | 1 | 8 | 12 | -0.1 | 0
O=C(CN1CCN(Cc2ccccc2Cl)C1=O)NCc1ccco1 | 15 | -3 | -3 | 2 | -8 | -6 | 0.2 | 8
O=C1/C(=C\Nc2ccc(OC(F)(F)F)cc2)CCN1c1ncccn1 | -20 | 0 | 40 | 0 | -5 | 8 | -0.2 | -2
C/C(=N/NC(=O)c1ccc(O)cc1)c1cccc([N+](=O)[O-])c1 | 14 | 2 | -17 | 209* | 7 | -7 | 7.0 | -9
COc1ccc(N(CC(=O)Nc2ccc3c(c2)OCO3)S(=O)(=O)c2ccc(C)cc2)cc1OC | 1 | 0 | -17 | 4 | -6 | 0 | 0.5 | 6
Cc1nc(N)c(C#N)c(-c2ccc3c(c2)OCO3)c1C | -180 | -9 | -6 | 0 | 4 | -5 | 0.7 | -7
Cc1ccc(C(=O)N/C(=C/c2ccco2)C(=O)N2CCC(C)CC2)cc1 | 4 | 2 | -10 | 0 | 5 | 9 | -0.2 | 5
CC1CCN(CC(O)COc2cccc(F)c2)CC1 (centres undefined) | 2 | -6 | -8 | 1 | -2 | -3 | -0.7 | -7
CCOC(=O)c1cnc2ccc(OCC)cc2c1N(C)Cc1ccccc1 | -8 | -1 | 12 | 11* | 2 | 6 | 4.8 | -5
CCCCc1ccc(NC(=S)NCc2ccccc2OC)cc1 | 5 | 8 | -1 | 0 | -4 | 3 | -0.8 | 11
CCOC(=O)c1c(CN2CCN(c3ccccc3)CC2)oc2ccc(O)cc12 | 5 | 1 | 1 | -7 | -1 | 26 | 0.6 | 2
CCOC(=O)N/N=C\c1ccc(OC/C=C/c2ccccc2)cc1 | 1 | -3 | -13 | -24 | 0 | -7 | -0.1 | -2
COC(=O)CC(NC(=S)NC(=O)c1ccccc1)c1ccc(Br)cc1 (centres undefined) | 5 | 7 | 17 | 0 | 0 | 3 | 0.0 | 7
CCCOC1CCCN(C(=O)c2ccc3oc(C(C)C)nc3c2)C1 (centres undefined) | 3 | -7 | -4 | 0 | 5 | -7 | -0.2 | -4
COc1ccc2nc(N3CCCC3)[nH]c2c1 | 15 | 14 | -6 | 0 | 11 | 10 | -1.2 | -7
COc1ccccc1N1CC(C(=O)OCc2nc(N)nc(Nc3ccccc3)n2)CC1=O (centres undefined) | 12 | -6 | 3 | -1 | -7 | 1 | -0.8 | -4
COc1ccccc1NC(=O)c1cc(-c2cc(OC)c(OC)c(OC)c2)nc2ccccc12 | -162 | -2 | -2 | 1 | -26 | 17 | -0.1 | 9
CCOc1cc(C(N)=O)cc(OCC)c1OCC | 38 | 0 | -17 | 1 | -13 | 0 | 5.2 | 1
Cc1[nH]c2ccc(F)cc2c1CCN(Cc1ccncc1)C(=S)Nc1cccc(F)c1 | 7 | 7 | -6 | -2 | 0 | 11 | -0.6 | 1
CCOc1ccc(N2CC(C(=O)NC3CCSC3=O)CC2=O)cc1 (centres undefined) | 7 | -1 | -23 | -1 | 1 | -9 | -1.7 | -8
O=C1CSC(=Nc2cc(Cl)ccc2Cl)N1 | -2 | 13 | -1 | 11* | 14 | -19 | -1.5 | 5
COc1ccccc1N(C(=O)c1snc(C(N)=O)c1N)C(C(=O)NC1CCCC1)c1ccc2ncccc2c1 (centres undefined) | -292 | 3 | -14 | -4 | -10 | -3 | -1.7 | 2
N/C(CS(=O)(=O)c1ccccn1)=N\OC(=O)c1ccc(Cl)cc1 | 11 | -3 | -18 | 3 | -12 | -14 | 3.2 | -8
Fc1c(F)c(F)c(/C=N/NC(=S)Nc2cccnc2)c(F)c1F | 10 | -5 | -12 | -2 | 8 | -12 | -0.6 | -8
O=C1/C(=C/c2cccnc2)CCC/C1=C\c1cccnc1 | . | 33 | . | -1 | 2 | 4 | . | .
CCN(C(=O)c1cccc(S(=O)(=O)N2CCc3ccccc32)c1)C1CCS(=O)(=O)C1 (centres undefined) | 8 | -3 | -8 | -2 | 6 | -10 | -0.7 | -1
COCCCNc1cc(C)nc2ccccc12 | 21 | -2 | -7 | 0 | -9 | -2 | 2.5 | -3
Cc1cccc(C(=O)NCC(=O)NCC(c2cccs2)N2CCOCC2)c1 (centres undefined) | 2 | -3 | -15 | 3 | -13 | -18 | 0.5 | -13
O=C1CC(N2CCN(c3ccccc3Cl)CC2)C(=O)N1c1ccccc1 (centres undefined) | 16 | -4 | -3 | 1 | -14 | 3 | -1.6 | 6
Cn1cccc1/C=C1\SC(=O)N(CC(=O)Nc2ccc(Cl)cc2)C1=O | 15 | -5 | 4 | 8 | 4 | 15 | 4.9 | 2
COc1ccc(C(CCN)c2ccc3c(c2)OCO3)cc1 (centres undefined) | 14 | 4 | 9 | 1 | -7 | -2 | -0.1 | 6
COc1cccc(-c2nc3ccccc3s2)c1O | -395 | 3 | 77* | -18 | -8 | 22 | 0.1 | 86*
Nc1cc2c(cc1C(=O)c1cccc(Br)c1)OCCO2 | 11 | 16 | -11 | 1 | -11 | 7 | 1.1 | -16
Cc1cc(CSc2ccccc2)ccc1NC(=O)c1ccc(Br)cc1 | 3 | -9 | 11 | -5 | 4 | -17 | 8.7 | -8
CCCCCCNCCn1cnc2c(N)ncnc21 | 23 | -8 | -19 | 0 | -3 | -5 | -0.8 | 2
Cc1cccc(OCc2nc(-c3ccc(-n4cccc4)cc3)no2)c1 | 9 | -9 | -16 | 0 | 6 | 14 | 1.0 | -4
COC(=O)c1cc(C)sc1NC(=O)CSc1ncccn1 | -2 | -17 | -17 | -5 | -3 | 9 | -1.3 | 2
CNc1snc(C)c1C(=O)OC(C)C(=O)NCc1ccccc1 (centres undefined) | 10 | 1 | -3 | -1 | 5 | -7 | -0.8 | -4
O=C(NC1CCCC1)c1ccccc1-c1nc2ccccc2[nH]1 | -19 | -2 | 7 | 0 | 0 | 2 | -3.0 | 1
CSCCC(NS(=O)(=O)c1cccs1)C(=O)NCc1ccc(C)cc1 (centres undefined) | 17 | -4 | -4 | -4 | 6 | -6 | 16 | -10
CCOC(=O)N1CCN(S(=O)(=O)c2cc(OCC)ccc2OCC)CC1 | 5 | -3 | -5 | 1 | -7 | 1 | -0.8 | -4
COc1ccc(-n2nnnc2SCC(=O)Nc2ccc3c(c2)OCCO3)c(OC)c1 | 13 | 2 | -7 | 0 | 0 | 9 | 5.2 | -3
CC(=O)N1CCN(c2ccc(C(N)=O)cc2[N+](=O)[O-])CC1 | 28 | 2 | -18 | 1 | -22 | -11 | 0.0 | 2
CC(=O)Nc1nc(-c2cc([N+](=O)[O-])cs2)cs1 | 17 | -6 | -27 | -1 | 0 | -14 | 1.6 | -1
COC(=O)c1ccc(/C=N/Nc2nc(N3CCCCC3)nc(N3CCCCC3)n2)cc1 | 2 | -9 | -18 | -4 | -3 | 1 | 4.0 | -5
COc1ccc(-c2noc(CCC(=O)Nc3cccnc3)n2)cc1 | 26 | -3 | 12 | 0 | -7 | 8 | 0.0 | 7
NC(=O)COc1c(-c2ccco2)oc2ccccc2c1=O | -466 | -1 | -3 | -2 | 3 | -13 | 0.0 | -1
C[C@@H](CSc1ccccc1)CN1CC[C@H](NC(=O)OCc2ccccc2)CCC1=O | 14 | -4 | -10 | -1 | -4 | -11 | 0.5 | -15
C/[N+]([O-])=C/c1c(OCc2ccccc2)ccc2ccccc12 | -2 | 0 | 12 | -1 | 14 | -1 | 0.8 | 3
CCN(CC)S(=O)(=O)c1cccc(C(=O)NNC(=O)c2ccc3[nH]c(=O)c(=O)[nH]c3c2)c1 | -138 | 8 | 5 | 0 | -9 | 10 | -0.6 | 3
COc1ccc(OCC(=O)Nc2ccccc2C(=O)NC(C)C)cc1 | 12 | -7 | -7 | -2 | -4 | 9 | 1.0 | -6
CC1CCCCN1C/C=C/c1ccccc1[N+](=O)[O-] (centres undefined) | 8 | -8 | -9 | 1 | 3 | -13 | -0.9 | -1
Cc1ccc(C)c(-c2csc(NC(=O)C3=COCCO3)n2)c1 | -17 | -3 | -9 | . | 13 | 31 | 0.3 | -5
COc1cccc(CN(C)C(=O)c2sccc2-c2ccccc2)c1OC | -2 | -7 | -12 | -1 | -2 | -9 | -1.4 | 5
Cc1cc(C(=O)COC(=O)Cn2cnc3c2c(=O)n(C)c(=O)n3C)c(C)n1C | -2 | -5 | 2 | 0 | -17 | -4 | -0.2 | 6
O=C(Cc1ccc2c(c1)OCCO2)N/N=C/c1ccco1 | 22 | -8 | -5 | -1 | 7 | -5 | -0.9 | -3
CCN(CC)S(=O)(=O)c1ccc(C(=O)OCC(=O)Nc2sc3c(c2C#N)CCCCC3)cc1 | 0 | -1 | 6 | 1 | -8 | -22 | 0.2 | 5
CCN(CC)C(=O)CSc1nc2ccc(NC(=O)CSc3nnc(COc4ccccc4C)n3C)cc2s1 | 0 | 2 | 20 | -8 | -18 | -7 | -2.4 | -1
COc1cccc(OCc2nc3ncc(Br)cc3[nH]2)c1 | 5 | -12 | 1 | -3 | 9 | -3 | -0.1 | 2

Arranged by SMILES length (lowest first): some entries from above
SMILES | SENP8 block | HKDC1 inhibitor | SENP6 inh | NR3A LBD binder | ATG4B inhibitor | PfGluPho inh | MPTP block | SENP7 block
NC(=O)COc1c(-c2ccco2)oc2ccccc2c1=O | -466 | -1 | -3 | -2 | 3 | -13 | 0.0 | -1
COc1cccc(CN(C)C(=O)c2sccc2-c2ccccc2)c1OC | -2 | -7 | -12 | -1 | -2 | -9 | -1.4 | 5
C[C@@H](CSc1ccccc1)CN1CC[C@H](NC(=O)OCc2ccccc2)CCC1=O | 14 | -4 | -10 | -1 | -4 | -11 | 0.5 | -15
CCN(CC)S(=O)(=O)c1ccc(C(=O)OCC(=O)Nc2sc3c(c2C#N)CCCCC3)cc1 | 0 | -1 | 6 | 1 | -8 | -22 | 0.2 | 5

(cont.)
SMILES | SENP8 block | HKDC1 inhibitor | SENP6 inh | NR3A LBD binder | ATG4B inhibitor | PfGluPho inh | MPTP block | SENP7 block
Cn1nnnc1SCC(=O)NC(=O)NCc1ccccc1 | 27 | -2 | -3 | -2 | -1 | -5 | 5.2 | 8
COC(=O)c1ccc(Cn2nnc3c(=O)[nH]c(C4CCCN(S(=O)(=O)c5ccc(C)cc5)C4)nc32)cc1 (centres undefined) | 8 | -3 | -1 | -12 | -8 | -1 | -0.3 | 2
CCOc1ccc(C(=O)OCC(=O)N(Cc2ccccc2)Cc2ccccc2)cc1OC | 11 | 1 | 13 | 0 | 39 | 3 | -0.5 | 7
COc1ccc(C(=O)C2CCCN(C(=O)Cn3cncn3)C2)cc1OC (centres undefined) | 6 | -2 | -9 | 4 | 13 | 18 | -0.3 | 2
COc1ccc(CN(C2CCCCC2C)S(=O)(=O)c2ccc(S(=O)(=O)N(C)C)cc2)cc1OC (centres undefined) | 20 | -2 | -16 | 2 | -14 | -6 | -0.6 | 3
CSc1nnc(-c2cc3c(-c4ccccc4)nn(C)c3s2)n1C | -163 | 6 | -2 | -2 | -13 | -3 | 0.3 | 5
O=C(N=Nc1c(O)n(Cc2ccccc2)c2ccccc12)c1ccncc1 | 42* | 1 | 26 | 0 | -19 | 4 | 4.8 | 7
Cc1ccc(S(=O)(=O)N(C)C)cc1NC(=O)COC(=O)CN1C(=O)c2ccccc2C1=O | 1 | -4 | -2 | 2 | -5 | -2 | -1.9 | 2
CN(CC(=O)Nc1ccc(Cl)c(C(F)(F)F)c1)C(=O)C1CCC1 | 2 | -3 | -2 | 2 | -3 | 33 | -2.6 | -3

Just SENP7 block, for some of the entries so far:
Molecule	SENP7 block
COC(=O)c1ccc(Cn2nnc3c(=O)[nH]c(C4CCCN(S(=O)(=O)c5ccc(C)cc5)C4)nc32)cc1 (centres undefined)	2
CCOc1ccc(C(=O)OCC(=O)N(Cc2ccccc2)Cc2ccccc2)cc1OC	7
